Compound activity deposited in PubChem by National Center for Advancing Translational Sciences (NCATS).
D3 ag – qHTS of D3 Dopamine Receptor Agonist: qHTS | D(3) dopamine receptor (Homo sapiens), P35462 | D3R DiscoveRx beta-arrestin cells, luminescence, 90 min | max activation, % | 410,000 tested, 0.58% active | AID 652048, 2013; in the data active means max activation above about 30%; further: 0% is about no effect; mostly tested at two doses, the higher about 12 µM
Target sequence (P35462 whole entry, looked up): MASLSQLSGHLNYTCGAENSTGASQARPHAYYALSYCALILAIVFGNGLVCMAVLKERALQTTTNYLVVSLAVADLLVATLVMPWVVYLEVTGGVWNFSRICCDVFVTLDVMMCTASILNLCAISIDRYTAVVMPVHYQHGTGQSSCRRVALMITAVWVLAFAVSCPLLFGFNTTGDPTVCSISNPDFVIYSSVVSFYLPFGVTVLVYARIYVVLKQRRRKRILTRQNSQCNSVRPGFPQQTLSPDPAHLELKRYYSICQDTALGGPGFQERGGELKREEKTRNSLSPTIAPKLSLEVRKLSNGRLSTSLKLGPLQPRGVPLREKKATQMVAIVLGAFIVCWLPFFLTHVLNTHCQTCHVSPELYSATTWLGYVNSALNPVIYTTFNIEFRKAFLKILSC
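Agonist-mode cell screen: cells plated at 1500/well and incubated overnight at 37 °C, then exposed to library compounds for 90 min at 37 °C. Detection reagent was added for 30–60 min at room temperature, and luminescence was read.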
GLP1R cytotox – qHTS of GLP-1 Receptor Inverse Agonists: Cytotox Screen; HEK293 cAMP-luciferase reporter cells, luminescence, 24 h; Potency, µM (doses to about 38.3 µM), without a hit: top-dose activity change, negative = inhibition, usual class: inhibitors; 410,000 tested, 0.13% active;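 further: loss of luciferase light is scored as toxicity; potency means the concentration at half of the fitted maximal effect; on the % scale 0 is the no-effect control and ±100 the full control effect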
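Seeding density was 200 cells/uL; after overnight-length (12 h) culture, 23 nL compounds went on for 24 h at 37 °C. Readout used a luciferase detection reagent, luminescence taken after 12 min at room temperature.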
PLK1 PBD block – qHTS for Inhibitors of PLK1-PDB (polo-like kinase 1 - polo-box domain): Primary Screen; Serine/threonine-protein kinase PLK1 (Homo sapiens), P53350; Plk1 PBD binding of FITC phosphopeptide, fluorescence polarization; Potency, µM, inactives show max response, negative = inhibition, hits mostly inhibitors; 360,000 tested, 2.8% active; further: potency means the concentration at half of the fitted maximal effect; series mostly up to about 57 µM; on the % scale 0 is the no-effect control and ±100 the full control effect; nearly all actives have a fitted effect of over 65% in size
PI5P4K alpha inh – qHTS for Inhibitors of phosphatidylinositol 5-phosphate 4-kinase (PI5P4K) | PI5P4Kalpha enzyme, ADP-Glo luminescence, 60 min; active compounds read low | max response, % | 330,000 tested, 1.2% active | AID 652105, 2013; active means max response of -50% or lower; inconclusive means between -30% and -50%; inactive means -30% or higher; further: value at the top dose of about 77 µM; on the % scale 0 is the no-effect control and ±100 the full control effect
Target sequence (P48426 whole entry, looked up): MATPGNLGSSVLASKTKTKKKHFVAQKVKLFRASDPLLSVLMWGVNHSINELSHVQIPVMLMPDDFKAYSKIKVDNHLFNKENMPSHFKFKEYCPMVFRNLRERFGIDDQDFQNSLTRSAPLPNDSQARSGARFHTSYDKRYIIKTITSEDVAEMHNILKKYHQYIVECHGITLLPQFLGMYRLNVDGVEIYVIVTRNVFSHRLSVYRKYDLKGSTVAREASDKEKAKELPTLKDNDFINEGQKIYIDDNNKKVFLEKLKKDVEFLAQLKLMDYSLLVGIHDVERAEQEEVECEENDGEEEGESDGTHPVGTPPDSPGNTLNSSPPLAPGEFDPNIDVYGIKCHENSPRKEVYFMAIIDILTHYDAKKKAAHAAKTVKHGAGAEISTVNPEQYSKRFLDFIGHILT
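Quantitative HTS of the MLSMR library against PI5P4Kalpha with substrate. ATP added last at 5 microM final; room temperature, 60 minutes. Remaining ATP depleted, ADP converted and read as luminescence.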
IL-2 act – qHTS of IL-2 Activators. IL-2 activation reporter assay, cell-based qHTS; stimulated with anti-CD3/CD4/CD28 beads; in transgenic mouse T cells. activation, % (series mostly up to about 46 µM). 360,000 tested, 0.065% active. AID 652025, 2013; in the data active means activation above about 50%; inconclusive means mostly about 30% to 49%; further: 0% is about no effect
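Unstimulated transgenic mouse T cells, 750 per well, received compound and, after 60 minutes, anti-CD3/anti-CD4 bead plus anti-CD28 stimulation. EGFP and DsRed were quantified after 18 hours.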
GLP-1R agonist – qHTS of GLP-1 Receptor Agonists; HEK293 GLP-1R CRE-luciferase, luminescence, 4-6 h; cells express a hypersensitive GLP-1R form; Potency, µM (doses to about 45.6 µM), without a hit: at the top dose activation, hits mostly activators; Glucagon-like peptide 1 receptor (Homo sapiens), P43220; AID 624172, 2012; 380,000 tested, 0.007% active; further: potency means the concentration at half of the fitted maximal effect; % of control where 0% means no effect
D3 antag – qHTS of D3 Dopamine Receptor Antagonist: qHTS | D(3) dopamine receptor (Homo sapiens), P35462 | D3R cells, DiscoveRx beta-arrestin luminescence, antagonist mode; active compounds read low | max response, negative = inhibition, % | 360,000 tested, 2.5% active | AID 652054, 2013; in the data active means max response below about -50%; inconclusive means no clear call, values can overlap the other calls; further: on the % scale 0 is the no-effect control and ±100 the full control effect; mostly tested at two doses, the higher about 12 µM
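Cells expressing the human receptor were seeded at 1500 cells/well, incubated overnight at 37 degrees C in 5% CO2, then exposed to library compounds with dopamine controls for 90 minutes at 37 degrees C before luminescent detection.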
GLP-1R inv ag – qHTS of GLP-1 Receptor Inverse Agonists (Inhibition Mode). Glucagon-like peptide 1 receptor (Homo sapiens), P43220. HEK293 GLP-1R CRE-luciferase, luminescence, 24 h; GLP-1R form is constitutively active. Potency, µM (top dose mostly 38.3 µM), without a hit: at the highest dose activity change, negative = inhibition, hits mostly inhibitors. 410,000 tested, 1.6% active. AID 624417, 2012; further: potency means the concentration at half of the fitted maximal effect; on the % scale 0 is the no-effect control and ±100 the full control effect; nearly all actives have a fitted effect of over 55% in size
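Readout was luciferase luminescence, measured 12 min after detection reagent at room temperature. Beforehand, GLP-1R reporter HEK293 cells had sat 12 h, then received compounds for 24 hr at 37 deg C.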
WRN inhibitor – qHTS for Inhibitors of WRN Helicase. Bifunctional 3'-5' exonuclease/ATP-dependent helicase WRN (Homo sapiens), Q14191. WRN helicase unwinding, fluorescent forked duplex, kinetic. Potency, µM (top dose mostly 114 µM), inactives show at the top dose activity change, negative = inhibition, most hits filed as inhibitors. 360,000 tested, 0.46% active. AID 651768, 2012; further: potency means the concentration at half of the fitted maximal effect; on the % scale 0 is the no-effect control and ±100 the full control effect; nearly all actives have a fitted effect of over 55% in size
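Fluorescence dequenching readout, ex 525 nm/em 598 nm, kinetic mode: forked duplex DNA (100 nM final) with adjacent fluorophore and quencher unwound by WRN (20 nM final) with 2 mM ATP. Compound preincubation 15 min, room temperature.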
Numbers without * were called inactive; ? = inconclusive; . = not tested or not shown; [ ] = remark or other dose. Unless noted, the call rests on the fitted dose curve; in most records, active means well fitted curve in the direction sought with a large enough effect; inconclusive means small, poorly fitted or top-dose-only effect, or another doubt; inactive means no such curve, though single readings can be large; an effect the other way counts as inactive or inconclusive.

SMILES	D3 ag	GLP1R cytotox	PLK1 PBD block	PI5P4K alpha inh	IL-2 act	GLP-1R agonist	D3 antag	GLP-1R inv ag	WRN inhibitor
CCN1CCCC1CNC(=O)Cn1nc(C)n2c(cc3cc(C)ccc32)c1=O (stereo not drawn)	-4	11%	-17%	4	-2.9	3%	1	?	3%
Nc1ncnc2nc(Sc3ccc(Cl)cc3)[nH]c12	-1	-3%	?	-16	-0.8	0%	30	62%[activator]	13%
O=c1[nH]c(SCc2nc3ccccc3c(=O)n2-c2ccccc2)nc2ccccc12	6	-7%	-2%	-3	0.0	9%	12	55%[activator]	-7%
COc1ccc(C(=O)NC(CC(C)C)C(=O)O)cc1OC (stereo not drawn)	1	4%	-1%	-17	-1.8	-1%	-8	-16%	3%
COc1ccccc1NC(=O)CSc1nccn1Cc1ccc(F)cc1	-2	10%	2%	-1	-2.0	21%	-13	?	-17%
Cc1cccc2sc(NNC(=O)C3=COCCO3)nc12	0	1%	-6%	2	0.6	2%	8	-3%	0%
CC(CSc1nnnn1-c1ccccc1)Cn1c(N2CCCC2)nc2c1c(=O)[nH]c(=O)n2C (stereo not drawn)	3	-13%	-4%	0	-0.7	24%	5	29%	0%
CC(=O)N1c2ccc(S(=O)(=O)NCC3CCC(C(=O)Nc4cc(C)ccn4)CC3)cc2CC1C (stereo not drawn)	3	-28%	-8%	-6	-4.0	-5%	6	-20%	-1%
O=C(CSc1ncnc2c1cnn2CCc1ccccc1)Nc1cccc(C(F)(F)F)c1	5	-30%	0%	-6	-0.3	-23%	0	7.9µM*	-2%
CN(C(=O)Cn1cc(C#N)c2ccccc21)c1ccccc1	-5	-11%	-11%	13	-0.3	6%	-14	-37%	-11%
O=C(NC1CCCC1)c1cc2c(ccc3ccccc32)o1	-3	8%	-11%	5	-0.9	-8%	1	-9%	-18%
Cc1ccc(-c2cc(C(=O)OCC(=O)Nc3cc(C)on3)c3ccccc3n2)c(C)c1	2	-24%	-2%	9	0.3	2%	17	1%	6%

Reprinted from the part before: two compounds, followed by the next part.
SMILES	D3 ag	GLP1R cytotox	PLK1 PBD block	PI5P4K alpha inh	IL-2 act	GLP-1R agonist	D3 antag	GLP-1R inv ag	WRN inhibitor
O=C(NC1CCCC1)c1cc2c(ccc3ccccc32)o1	-3	8%	-11%	5	-0.9	-8%	1	-9%	-18%
Cc1ccc(-c2cc(C(=O)OCC(=O)Nc3cc(C)on3)c3ccccc3n2)c(C)c1	2	-24%	-2%	9	0.3	2%	17	1%	6%
COc1ccc(N2CCN(Cc3nc4ccccc4c(=O)[nH]3)CC2)cc1	-10	-4%	-8%	.	2.8	-10%	3	-6%	2%
FC(F)(F)c1cc(-c2cccc(Br)c2)nc2ncnn12	-3	-6%	.	.	.	3%	.	-11%	.
COc1ccc(-c2noc(CCC(=O)N3CCN(c4ccc(Cl)cc4)CC3)n2)cc1	15	1%	-13%	-2	1.3	-2%	-19	5%	8%
CC(C)Oc1ccc(CCC(=O)NNC(=S)Nc2ccccc2)cc1	-8	-8%	-14%	-2	-2.7	10%	?	-29%	-6%
CC1(C(=O)NS(=O)(=O)Cc2cccc(Cl)c2)CCN1C(=O)CCc1cccs1 (stereo not drawn)	2	1%	-4%	0	0.3	7%	3	2%	-5%
Nc1ccc(N=Nc2ccc(O)cc2)c(N)n1	-12	?	16%	-28	-4.1	12%	-29	15%	-11%
Cc1ccnc(NC(=O)CCC(=O)N(CC(=O)NC2CCCCC2)c2cccc(C)c2C)c1	-12	-13%	-3%	-2	0.6	4%	12	-15%	-6%
O=C(COc1ccccc1Cl)Nc1ccc(C(=O)N2CCCCC2)cc1	13	3%	-5%	2	0.0	1%	12	?	-1%
Cc1ccc(-n2nc3ccc(N)cc3n2)cc1C	-6	26%	-5%	14	1.7	0%	84	8%	14%
C#CCN1C=CC(=O)[C@@H](OC(=O)Nc2ccc(Cl)cc2)[C@H]1c1ccccc1Br	-16	1%	-2%	0	-0.6	-2%	-9	?	-2%
CC(C)(C)OCC(O)CN1CCN(C(=O)c2ccccc2)CC1 (stereo not drawn)	2	-4%[0.307 µM]	-13%	1	0.6	-2%	-11	17%[0.307 µM]	?
CCOC(=O)C1=NNC(C(=O)c2ccc(C)cc2)C1c1ccc(C)cc1 (stereo not drawn)	-2	15%	?	6	-0.3	3%	-8	?	-14%

Whole records, quoted from the list. Order of screens: D3 ag	GLP1R cytotox	PLK1 PBD block	PI5P4K alpha inh	IL-2 act	GLP-1R agonist	D3 antag	GLP-1R inv ag	WRN inhibitor
Cc1ccc(-n2nc3ccc(N)cc3n2)cc1C is listed with -6	26%	-5%	14	1.7	0%	84	8%	14%
Nc1ccc(N=Nc2ccc(O)cc2)c(N)n1 is listed with -12	?	16%	-28	-4.1	12%	-29	15%	-11%
CC1(C(=O)NS(=O)(=O)Cc2cccc(Cl)c2)CCN1C(=O)CCc1cccs1 (stereo not drawn) is listed with 2	1%	-4%	0	0.3	7%	3	2%	-5%

New compounds follow:
SMILES	D3 ag	GLP1R cytotox	PLK1 PBD block	PI5P4K alpha inh	IL-2 act	GLP-1R agonist	D3 antag	GLP-1R inv ag	WRN inhibitor
Nn1c(SCc2cccc(C(F)(F)F)c2)nnc1-c1ccco1	-2	1%	-12%	-2	-1.3	-11%	-23	3%	5%
CCCCNC(=O)Cn1nnc(-c2ccccc2)c1COc1ccc(C(C)=O)cc1	1	-7%	-2%	3	0.2	2%	-10	14%	-2%
CSc1ccccc1NC(=O)CN(c1ccccc1)S(=O)(=O)N(C)C	1	3%	-8%	-17	-0.8	12%	-3	-17%	-6%
COc1ccc2oc(C(=O)N(C)CCOc3ccccc3)c(C)c2c1	4	15%	1%	0	-0.9	4%	8	?	-21%
COC(=O)c1sc(NC(=O)CSc2nnnn2-c2cccc(OC)c2)nc1C	-10	0%	-10%	0	-1.7	-10%	-4	-10%	-2%[57.1 µM]
Cc1ccc(-c2nnc(CSc3nc(C)nc4sc(C)c(C)c34)o2)cc1	11	8%	-5%	.	2.0	0%	5	1%	-10%
O=C(c1ccc(Oc2ccc([N+](=O)[O-])cc2)cc1)N1CCCCCC1	-5	6%	-3%	0	-3.4	-6%	-17	?	-2%
C=CCN=C(NC#N)SCC(=O)NC(C)(C)C	3	-12%	-10%	-5	-0.2	-10%	-13	8%	-15%
CCOC(=O)c1cnn(CCOC(=O)c2ccc(OC)cc2)c1NC(=O)c1ccc(OC)cc1	-15	13%	-18%	0	-4.5	3%	-15	-14%	-4%
O=C(CC1=NC2(CCCC2)Cc2ccccc21)N1CCOCC1	1	13%	-5%	.	-1.5	0%	-8	7%	5%
C=CCn1c(C)cc(C(=O)CSc2ccc(NC(C)=O)cc2)c1C	5	-8%	-16%	4	0.6	0%	3	-40%	4%
CN1C(=S)N(c2ccccc2)C(=O)/C1=C/c1ccco1	-8	-29%	1%	3	-0.2	0%	-20	18%	-2%
Cn1c(=O)c(/C=C/c2ccc(F)cc2)nc2ccccc21	-4	9%[0.307 µM]	-14%	15	0.2	-3%	-10	-24%[0.307 µM]	-12%
CC1(C)CC2(CC(c3cccs3)c3cc(Cl)c(O)cc3O2)NC(=S)N1 (stereo not drawn)	3	13%	-15%	-6	-1.5	-8%	-1	0%	-13%
O=[N+]([O-])c1ccc(C2=NCCO2)cc1	0	2%	3%	-14	-1.6	-5%	3	28%	3%
Nc1ccc2c(c1)C(=NO)c1ccccc1-2	9	-19%	-4%	41	-0.2	3%	-10	30%	-16%
COc1ccc(C(=O)N/C(=C\c2cccs2)C(=O)N2CCN(C)CC2)cc1OC	-15	4%	-11%	5	-0.8	12%	-6	43%[activator]	2%
Cc1nc(SCC(=O)Nc2ccccc2)c2oc3ccccc3c2n1	6	-8%	-1%	8	0.1	-5%	?	42%[activator]	3%
CCOC(=O)c1c(C)[nH]c(C(=O)COC(=O)/C=C/c2ccc(O)c(OC)c2)c1C	1	?	-3%	1	-0.3	11%	-6	3%	0%
O=C1COc2ccc(C(=O)COC(=O)CCCOc3ccccc3)cc2N1	7	1%	-3%	-14	1.4	-1%	25	6%	-3%
Cc1nnc(SCC2=C(C(=O)O)N3C(=O)C(NC(=O)Cn4nc(C(F)F)cc4C)C3SC2)s1 (stereo not drawn)	0	-3%	?	-5	-1.2	0%	-10	2%	-8%[11.6 µM]
CC(CCc1ccccn1)C(=O)C(C)CCc1ccccn1 (stereo not drawn)	4	0%	4%	5	3.0	1%	18	-7%	-14%
Cc1c(Nc2nc(-c3ccccc3)cs2)c(=O)n(-c2ccccc2)n1C	-3	30%	-22%	0	-2.3	5%	-9	-2%	-15%
O=C(OC1CCOC1=O)c1ccc(NS(=O)(=O)c2cccs2)cc1 (stereo not drawn)	12	4%	0%	1	-0.4	-2%	-2	32%[activator]	-5%[57.1 µM]

Ordered by formula weight (rising): part of the list above.
SMILES	D3 ag	GLP1R cytotox	PLK1 PBD block	PI5P4K alpha inh	IL-2 act	GLP-1R agonist	D3 antag	GLP-1R inv ag	WRN inhibitor
Nc1ccc2c(c1)C(=NO)c1ccccc1-2	9	-19%	-4%	41	-0.2	3%	-10	30%	-16%
CC(CCc1ccccn1)C(=O)C(C)CCc1ccccn1 (stereo not drawn)	4	0%	4%	5	3.0	1%	18	-7%	-14%
CC1(C)CC2(CC(c3cccs3)c3cc(Cl)c(O)cc3O2)NC(=S)N1 (stereo not drawn)	3	13%	-15%	-6	-1.5	-8%	-1	0%	-13%
COc1ccc(C(=O)N/C(=C\c2cccs2)C(=O)N2CCN(C)CC2)cc1OC	-15	4%	-11%	5	-0.8	12%	-6	43%[activator]	2%
Cc1nnc(SCC2=C(C(=O)O)N3C(=O)C(NC(=O)Cn4nc(C(F)F)cc4C)C3SC2)s1 (stereo not drawn)	0	-3%	?	-5	-1.2	0%	-10	2%	-8%[11.6 µM]
